Bioassay records as filed in PubChem.
SUMO Mot1 rescue = yeast Mot1-301 growth rescue at high temperature, primary screen, SUMOylation pathway inhibitor project, S. cerevisiae, ATP luminescence, 38.5C; S. cerevisiae Mot1-301 growth rescue; percent above DMSO median, 100 means doubled; growth rescue, % at 18.8 µM; 1% of 320,000 active; AID 2716, 2010;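 active means every valid replicate shows activation above 250% relative to neutral control wells; inactive means the rest, any valid replicate at or below 250%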;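 further: OY570 slx delta 5 strain wells were the positive control but not used for scaling; some compounds called inactive have numbers as strong as hits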
phage Ecoli inh = growth loss of phage-infected E. coli, primary screen, RecBCD inhibitor project, absorbance, with phage, HTS; inhibition, % at 11.9 µM; 0.26% of 360,000 active; AID 651602, 2012; in the data active means inhibition above about 11%
HTR5A inv ctr = HTR5A inverse agonists in luminescence cell assay, primary screen, counter-screen for OPRM1-OPRD1 heterodimer inverse agonist project, full-deck HTS; 5-hydroxytryptamine receptor 5A (Homo sapiens), P47898; HTR5A cell line, inverse agonism; inhibition, % at 9.3 µM; 0.083% of 340,000 active; AID 504634, 2011; in the data active means inhibition mostly above about 23%, no sharp cut-off; inactive means mostly below about 18%;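 further: 0% = cells with DMSO and 100% = no-cell wells with DMSO; some compounds called inactive have numbers as strong as hits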
DSG3 Ab inh = inhibitors of pemphigus antibody binding to DSG3, primary screen, biochemical, bead-based, flow cytometry, scFv-GFP; Desmoglein-3 (Homo sapiens), P32926; DSG3-coupled beads, scFv-anti-DSG3-GFP binding; hits give low values; binding (percent of control), % at 10 µM; 0.48% of 310,000 active; AID 588358, 2011;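 active means binding more than 3 SD below its plate's average and above zero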;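 further: hits lower antibody fragment binding to DSG3; some compounds called inactive have numbers as strong as hits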
Target sequence (P32926 whole entry, looked up, the tested form may be a part): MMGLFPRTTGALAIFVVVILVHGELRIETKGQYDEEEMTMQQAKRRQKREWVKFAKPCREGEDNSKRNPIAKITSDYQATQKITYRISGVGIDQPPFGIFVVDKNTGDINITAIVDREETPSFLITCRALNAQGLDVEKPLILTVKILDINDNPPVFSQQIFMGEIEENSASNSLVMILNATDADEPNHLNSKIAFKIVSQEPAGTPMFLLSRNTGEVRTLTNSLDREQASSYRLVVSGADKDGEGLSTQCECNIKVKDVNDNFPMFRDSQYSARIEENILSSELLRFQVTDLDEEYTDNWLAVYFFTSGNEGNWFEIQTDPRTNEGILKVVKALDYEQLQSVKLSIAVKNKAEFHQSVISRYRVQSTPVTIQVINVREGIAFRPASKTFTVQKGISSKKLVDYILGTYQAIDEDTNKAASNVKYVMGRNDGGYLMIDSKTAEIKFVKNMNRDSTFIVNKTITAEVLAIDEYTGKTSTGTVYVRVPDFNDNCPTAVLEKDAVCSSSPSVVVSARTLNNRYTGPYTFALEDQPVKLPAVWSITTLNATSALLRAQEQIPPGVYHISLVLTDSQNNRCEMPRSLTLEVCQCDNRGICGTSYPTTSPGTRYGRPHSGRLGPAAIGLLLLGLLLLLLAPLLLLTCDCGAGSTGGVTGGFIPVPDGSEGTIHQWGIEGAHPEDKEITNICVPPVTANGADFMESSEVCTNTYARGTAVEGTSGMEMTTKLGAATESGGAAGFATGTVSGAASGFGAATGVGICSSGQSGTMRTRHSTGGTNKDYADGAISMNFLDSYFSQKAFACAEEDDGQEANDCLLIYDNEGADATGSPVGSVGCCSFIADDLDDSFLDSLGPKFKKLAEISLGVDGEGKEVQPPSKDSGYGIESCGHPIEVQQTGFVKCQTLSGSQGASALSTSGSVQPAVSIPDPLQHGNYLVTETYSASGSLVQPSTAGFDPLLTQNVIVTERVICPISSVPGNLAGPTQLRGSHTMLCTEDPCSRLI
MOR-DOR ag = agonists of OPRM1-OPRD1 heterodimerization, primary screen, cell-based, luminescence; AID 504326, 2011; cells; activation, % at 9.3 µM; 0.3% of 340,000 active; in the data active means activation above about 18%;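 further: 0% = vehicle-treated cells and 100% = reference agonist; values of inactives mirror those of a sister screen read the other way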
PfHsp90 yeast 2 = growth inhibition of PfHsp90-expressing yeast, primary screen, antimalarial PfHsp90 inhibitor project, S. cerevisiae, BacTiter-Glo luminescence, single point, set 2 | AID 504621, 2011 | BacTiter-Glo ATP, 48 h; yeast lacking PDR1 and PDR3 efflux regulators | inhibition, % at 9.4 µM | 0.32% of 310,000 active;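 active means every replicate shows inhibition above about 80%, whatever the replicate mean, limit read from the data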;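 further: 0% = DMSO neutral controls and 100% = 20 µM radicicol positive controls; yeast relying on Plasmodium falciparum Hsp90 in place of its own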
E coli growth = E. coli V3065 growth inhibition, primary screen, counter-screen for AddAB inhibitor project, absorbance, OD600. AID 449728, 2010. 18 h. inhibition, % at 11.9 µM. 0.27% of 330,000 active;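 active means inhibition above the campaign's mean inhibition across all tested compounds plus 3 SD, cut at about 9.9% in these data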;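 further: uninfected addAB+ strain grown without phage in ampicillin broth; 0% = DMSO wells and 100% = ciprofloxacin 0.95 µg/ml wells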
AddAB inh = growth inhibition of E. coli expressing H. pylori AddAB, primary screen, AddAB inhibitor project, absorbance; inhibition, % at 11.9 µM; 0.29% of 330,000 active; in the data active means inhibition above about 12%;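 further: 0% = vehicle wells of infected cells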
OPRM1-OPRD1 inv = inverse agonists of MOR-DOR heterodimerization, primary screen, cell-based, luminescence; AID 504357, 2011; Mu-type opioid receptor (Homo sapiens) + Delta-type opioid receptor (Homo sapiens), …; 0.21% of 340,000 active; cell-based MOR-DOR heterodimer luminescence, inverse agonism; inhibition, % at 9.3 µM; in the data active means inhibition above about 22%, passing the limit was not always enough;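 further: 0% = cells with DMSO and 100% = wells without cells with DMSO; values of inactives mirror those of a sister screen read the other way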
PKA-R1A act = activators of PKA-R1A holoenzyme, primary screen, biochemical, fluorescence polarization, Cy5-IP20, bovine R1A, mouse PKAc | AID 504707, 2011 | 0.083% of 340,000 active | cAMP-dependent protein kinase type I-alpha regulatory subunit (Bos taurus) + … | activation, % at 11.4 µM | PKA-R1A dissociation; scaled: DMSO 0%, 113 µM cGMP 100%;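 active means percent activation above the mean of all tested compounds plus 3 SD, cut at about 19% in these data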;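 further: higher means more PKAc released from R1A so a rise in polarization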
HTR5A ag ctr = HTR5A agonists in luminescence cell assay, primary screen, counter-screen for OPRM1-OPRD1 heterodimer agonist project, full-deck HTS. 5-hydroxytryptamine receptor 5A (Homo sapiens), P47898. cell-based. activation, % at 9.3 µM. 0.61% of 340,000 active. AID 504692, 2011; in the data active means activation mostly above about 9.5%, no sharp cut-off; inactive means mostly below about 7.6%;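 further: 0% = cells with vehicle only and 100% = reference agonist; strong numbers were not always called active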
Numbers without * were called inactive; i = inactive; / = not tested or not shown; & = joins results of further samples.

canonical_smiles	OPRM1-OPRD1 inv	phage Ecoli inh	SUMO Mot1 rescue	E coli growth	HTR5A inv ctr	DSG3 Ab inh	AddAB inh	PKA-R1A act	HTR5A ag ctr	PfHsp90 yeast 2	MOR-DOR ag
COc1cc(CSc2nnnn2-c2ccc(C)cc2)cc(OC)c1OC	9.5	-0.5	11.5	-1.2	-9.2	119.5	-1.2	5.6	6.0	5.3	-2.0
O=C(O)/C(=C\c1ccco1)NC(=O)c1cccc2ccccc12	3.5	0.1	138.5	-1.7	-17.4	106.1	-2.1	5.7	0.0	-23.9	-0.7
C=CCNC(=O)c1c[nH]c2ccc(S(=O)(=O)N(C)c3ccc(OCC)cc3)cc2c1=O	10.2	-0.5	-6.1	-1.6	-10.8	110.0	-1.2	-3.7	3.0	5.1	-2.3
CC1(C)Cc2c(sc3ncn4c(=S)[nH]nc4c23)CO1	27.2	0.7	2.7	2.2	0.8	112.8	0.2	0.3	-8.8	/	-5.6
CCOC(=O)C1=C(c2ccccc2)Nc2ncnn2C1c1ccc(O)cc1 (stereo unspecified)	17.3	3.2	-7.0	0.2	1.4	94.9	-0.4	-5.4	-0.4	10.7	-3.3
CC(OC(=O)c1ccco1)C(=O)Nc1nc(-c2ccccc2)cs1 (stereo unspecified)	9.6	3.4	2.9	1.4	15.9	122.2	2.4	-17.4	-4.0	9.4	-2.0
Nc1c(C(=O)c2ccc(Cl)cc2)sc2nsc(SCCN3CCOCC3)c12	0.8	2.4	155.3	-1.0	5.7	148.6	-0.1	1.0	4.5	18.2	-0.2
CC(C)c1nc2oc3c(NCC4CCCO4)ncnc3c2c2c1COC(C)(C)C2 (stereo unspecified)	8.1	0.7	/	/	-3.4	98.7	/	0.8	1.4	3.1	-1.7
CCOC(=O)C1=C(COC(=O)COc2ccc(Br)cc2)NC(=O)NC1C (stereo unspecified)	-0.8	6.6	i	0.4	13.6	96.2	0.2	-2.2	3.3	22.2	0.1
Cc1cc(C)cc(C(=O)N2CCN(Cc3ccc4c(c3)OCO4)CC2)c1	11.6	1.8	6.4	-0.6	0.3	116.6	-2.2	6.5	-0.1	3.9	-2.3
CN(C)S(=O)(=O)c1ccc(NC(=O)CN2C(=O)NC3(CCCC3)C2=O)cc1	15.1	3.8	-7.1	1.8	6.2	/	2.5	-2.0	-2.2	-6.3	-2.4
Cn1cccc1Cc1nnc(SCC(=O)N2CCc3ccccc32)n1-c1ccc(F)cc1	-3.7	2.1	-2.0	-0.2	-3.1	107.3	3.8	-3.1	1.2	-4.2	0.8
CCSc1nc2ccccc2n1C(=O)/C=C\c1ccc(OC)c(OC)c1	-21.7	0.8	0.8	2.3	-5.0	105.7	5.3	-9.8	2.8	7.7	3.7
c1ccc(-c2nc3ccccc3s2)nc1	14.7&15.6	-0.1&2.5	-5.0&27.8	-0.6&1.0	-1.7&-11.2	101.4&97.7	-1.1&2.3	-2.6&-5.7	2.6&0.1	-14.2&1.9	-2.5&-3.0
CC1(C(=O)N2CCC(CC3CC(c4ccc(Cl)cc4)=NO3)(C(=O)NCC3CCCCC3)CC2)CC1 (stereo unspecified)	9.7	2.8	0.2	0.2	13.9	106.9	4.0	1.4	-2.2	-8.1	-1.7
C[n+]1c2cc(N)ccc2cc2ccc(N)cc21	-34.6&-20.0	1.3&2.1	/	/	-0.7&-4.8	281.0	/	4.7&-11.7	0.2&1.4	-134.5&6.7	6.4&3.7
O=C(CCc1nnc(-c2ccc3c(c2)OCO3)o1)N(Cc1ccncc1)CC1CCCO1 (stereo unspecified)	19.5	1.9	-1.5	-0.4	3.8	103.2	-0.6	-2.5	-3.1	-1.3	-2.8
COCCCNC(=O)Cn1cc(/C=C(\C#N)C(=O)NC2CCCC2)c2ccccc21	5.1	-1.9	-12.8	1.5	-1.7	101.0	-0.6	-3.8	0.5	-7.6	-1.1
O=C(Nc1ccncc1)C1CCC(CNS(=O)(=O)c2cccc3nsnc23)CC1 (stereo unspecified)	8.5	2.2	2.1	3.6	-1.9	90.9	1.6	-1.2	7.2	5.6	-1.6

Reprinted at random: two records from the list
canonical_smiles	OPRM1-OPRD1 inv	phage Ecoli inh	SUMO Mot1 rescue	E coli growth	HTR5A inv ctr	DSG3 Ab inh	AddAB inh	PKA-R1A act	HTR5A ag ctr	PfHsp90 yeast 2	MOR-DOR ag
COCCCNC(=O)Cn1cc(/C=C(\C#N)C(=O)NC2CCCC2)c2ccccc21	5.1	-1.9	-12.8	1.5	-1.7	101.0	-0.6	-3.8	0.5	-7.6	-1.1
c1ccc(-c2nc3ccccc3s2)nc1	14.7&15.6	-0.1&2.5	-5.0&27.8	-0.6&1.0	-1.7&-11.2	101.4&97.7	-1.1&2.3	-2.6&-5.7	2.6&0.1	-14.2&1.9	-2.5&-3.0

Sorted by molar mass (rising): some entries from above.
canonical_smiles	OPRM1-OPRD1 inv	phage Ecoli inh	SUMO Mot1 rescue	E coli growth	HTR5A inv ctr	DSG3 Ab inh	AddAB inh	PKA-R1A act	HTR5A ag ctr	PfHsp90 yeast 2	MOR-DOR ag
C[n+]1c2cc(N)ccc2cc2ccc(N)cc21	-34.6&-20.0	1.3&2.1	/	/	-0.7&-4.8	281.0	/	4.7&-11.7	0.2&1.4	-134.5&6.7	6.4&3.7
CCOC(=O)C1=C(c2ccccc2)Nc2ncnn2C1c1ccc(O)cc1 (stereo unspecified)	17.3	3.2	-7.0	0.2	1.4	94.9	-0.4	-5.4	-0.4	10.7	-3.3
O=C(Nc1ccncc1)C1CCC(CNS(=O)(=O)c2cccc3nsnc23)CC1 (stereo unspecified)	8.5	2.2	2.1	3.6	-1.9	90.9	1.6	-1.2	7.2	5.6	-1.6
CC1(C(=O)N2CCC(CC3CC(c4ccc(Cl)cc4)=NO3)(C(=O)NCC3CCCCC3)CC2)CC1 (stereo unspecified)	9.7	2.8	0.2	0.2	13.9	106.9	4.0	1.4	-2.2	-8.1	-1.7
